SENP8 block-1: inhibitors of human SENP8 protease; 1.2% of 330,000 active; AID 2540; purified SENP8, Z-RLRGG-aminoluciferin cleavage, luminescence; Q96LD8; inhibition, % at 10 µM; in the data active means inhibition above about 50%
Apaf1 inhib: human Apaf-1 inhibition; O14727; reconstituted apoptosome caspase-3 activity, DEVD-Rh110 fluorescence; inhibition, % at 20 µM; 0.71% of 330,000 active; AID 489030; active means inhibition of at least 40% at 20 µM;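 further: plate controls were DMSO wells for no effect and DEVD-CHO caspase inhibitor wells for full effect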
Target sequence (O14727 whole entry, looked up): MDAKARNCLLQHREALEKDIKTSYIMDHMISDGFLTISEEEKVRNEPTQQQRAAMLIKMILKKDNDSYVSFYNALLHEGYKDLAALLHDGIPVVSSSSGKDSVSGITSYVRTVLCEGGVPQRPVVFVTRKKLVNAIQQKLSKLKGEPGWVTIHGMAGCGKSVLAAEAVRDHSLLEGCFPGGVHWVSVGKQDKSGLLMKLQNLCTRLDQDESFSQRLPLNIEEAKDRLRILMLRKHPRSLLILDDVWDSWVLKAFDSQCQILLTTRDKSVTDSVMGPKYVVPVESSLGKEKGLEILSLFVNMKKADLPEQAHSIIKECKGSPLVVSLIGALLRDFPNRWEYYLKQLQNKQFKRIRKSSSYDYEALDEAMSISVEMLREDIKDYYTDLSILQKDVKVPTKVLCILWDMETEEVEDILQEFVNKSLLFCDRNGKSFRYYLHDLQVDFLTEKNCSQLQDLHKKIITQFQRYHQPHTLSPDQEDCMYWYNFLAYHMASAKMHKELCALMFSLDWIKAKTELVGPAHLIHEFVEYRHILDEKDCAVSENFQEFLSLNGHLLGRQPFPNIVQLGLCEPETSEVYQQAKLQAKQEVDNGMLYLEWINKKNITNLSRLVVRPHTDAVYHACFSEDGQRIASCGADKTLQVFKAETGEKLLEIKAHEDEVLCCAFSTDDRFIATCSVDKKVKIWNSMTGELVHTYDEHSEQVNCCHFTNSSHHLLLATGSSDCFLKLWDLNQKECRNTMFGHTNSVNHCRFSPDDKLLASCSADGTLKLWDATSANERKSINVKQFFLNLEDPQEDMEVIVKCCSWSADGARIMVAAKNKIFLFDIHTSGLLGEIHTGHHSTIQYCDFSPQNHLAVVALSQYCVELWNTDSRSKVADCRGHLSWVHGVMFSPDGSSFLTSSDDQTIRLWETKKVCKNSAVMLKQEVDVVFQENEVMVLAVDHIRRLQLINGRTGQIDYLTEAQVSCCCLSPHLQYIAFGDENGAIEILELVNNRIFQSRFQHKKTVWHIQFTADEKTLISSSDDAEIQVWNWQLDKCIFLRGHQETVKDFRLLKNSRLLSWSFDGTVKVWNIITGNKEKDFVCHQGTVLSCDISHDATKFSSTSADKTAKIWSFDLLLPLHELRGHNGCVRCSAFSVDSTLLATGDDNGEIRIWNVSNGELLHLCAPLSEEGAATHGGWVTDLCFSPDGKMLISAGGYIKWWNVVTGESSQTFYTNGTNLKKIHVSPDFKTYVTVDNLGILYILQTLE
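Material: reconstituted apoptosome with Apaf-1, cytochrome c, caspase-9, procaspase-3, dATP. Technique: Rh110 fluorescence intensity. Buffer or medium: pH 7.5 Hepes buffer with CHAPS, BSA, DTT. Times: 30 min plus 50 min, RT.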
NLRP3 yeast inh: blocks the NALP3 inflammasome reconstituted in yeast; Yeast reconstituted NLRP3/ASC/caspase-1, beta-gal luminescence, 24 h; inhibition, % at 10 µM; 0.39% of 330,000 active; AID 2825;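 active means inhibition of 50% or more; inactive means inhibition below 50%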;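 further: plate controls were induced DMSO wells for no effect and uninduced yeast grown without galactose for full effect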
PfG6PD inh: PfG6PD (Plasmodium falciparum) enzyme inhibition; PfGluPho enzyme, NADPH resazurin-diaphorase fluorescence; inhibition, % at 20 µM; 0.78% of 350,000 active; AID 504690;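 active means inhibition reaching at least a set limit at 20 µM in the primary screen, cut at about 59% in these data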;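 further: 0% = DMSO wells with substrate and 100% = DMSO wells lacking glucose-6-phosphate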
SENP6 block: blocks the human protease SENP6. Recombinant SENP6 catalytic domain, aminoluciferin luminescence. 1.8% of 330,000 active. inhibition, % at 10 µM;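 active means inhibition above about 50% at the single tested dose, limit read from the data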;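 further: plate controls were DMSO wells with enzyme for no effect and DMSO wells lacking enzyme for full effect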
SENP1 FRET inh: inhibitors of human SENP1 SUMO protease catalytic domain; Q9P0U3; recombinant SENP1 catalytic domain, CyPet-SUMO1-YPet FRET cleavage; inhibition, % at 10 µM; 0.21% of 360,000 active; AID 624204;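 active means inhibition at least 30% at 10 µM, raw YFP signal under a set limit, fluorescence ratio 0.5 to 1.5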;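 further: 0% = enzyme with DMSO and 100% = no enzyme wells; some results filed as inactive read as strong as hits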
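Test system: hSENP1 catalytic domain, recombinant; Amount: 20 pM final SENP1 enzyme; Medium: Tris pH 8 buffer plus EDTA, NaCl, BME, BSA, NP40, catalase; Schedule: 50 min enzyme reaction, room temperature, light-protected; Technique: FRET fluorescence in CFP and YFP emission channels; Controls: no-enzyme wells low, DMSO-plus-enzyme wells high control.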
HKDC1 inhibitor: inhibitors of human hexokinase HKDC1 | Q2TB90 | recombinant HKDC1, G6PDH/diaphorase resazurin coupled fluorescence | inhibition, % at 20 µM | 0.16% of 340,000 active;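 active means inhibition above about 35% when tested at 20 µM, limit read from the data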;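 further: plate controls were DMSO wells with enzyme for no effect and DMSO wells lacking enzyme for full effect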
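Test system: HK5 enzyme. Quantity: 5 µg/mL HK5 final. Reagent: glucose and ATP substrates. Schedule: 90 min reaction incubation at room temperature, dark. Technique: resazurin-to-resorufin fluorescence via G6PDH and diaphorase coupling, 525/613 nm. Control set: DMSO wells with and without enzyme mix.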
SENP8 block-2: inhibitors of human SENP8 protease; Q96LD8; 0.64% of 360,000 active; recombinant SENP8, Nedd8 substrate fluorescence; inhibition, % at 20 µM; AID 602440; in the data active means inhibition mostly above about 40%, no sharp cut-off; inactive means mostly below about 27%
SENP7 block: blocks the human protease SENP7 | Q9BQF6 | recombinant SENP7, Z-RLRGG-aminoluciferin luminescence, 40 min | inhibition, % at 5 µM | 1.5% of 330,000 active | AID 434973;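 active means inhibition above about 50% at the single test dose, limit read from the data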;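 further: plate controls were DMSO with enzyme for no effect and no enzyme buffer wells for full effect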
An asterisk follows results filed as active; / = not tested or not shown.

Sequence of screens: SENP8 block-2	SENP6 block	HKDC1 inhibitor	Apaf1 inhib	SENP8 block-1	SENP7 block	PfG6PD inh	NLRP3 yeast inh	SENP1 FRET inh
- O=C(CN1C(=O)c2ccccc2C1=O)c1ccc(F)cc1
→ 20	-22	-2	13	-2	-12	11	16	3
- CN(Cc1ccccc1)C(=O)CCC1CCN(S(=O)(=O)N(C)C)CC1
→ 21	2	-4	-15	-5	0	0	5	0
- CCCCN(C(=O)c1ccc(C)c(S(=O)(=O)N2CCOCC2)c1)c1c(N)n(CC(C)C)c(=O)[nH]c1=O
→ 4	-13	0	8	-2	6	7	4	-2
- Oc1ccccc1CN1CCN(C(O)(c2ccccc2)c2ccccc2)CC1
→ 11	1	-1	4	0	4	12	28	-2
- COc1cccc(CN2C(=O)c3ccccc3C2C(=O)NCC2CCCO2)c1 (stereo unspecified)
→ 11	-13	-3	0	-5	-6	-17	-14	1
- c1cc(C2CCCCC2)ccc1Oc1nc(N2CCOCC2)nc(N2CCOCC2)n1
→ 13	-15	0	2	-5	0	30	-15	-1
- Cc1nc(C)c(C(=O)N2CCCC(C(=O)c3ccc4ccccc4c3)C2)s1 (stereo unspecified)
→ -10	2	-2	5	-1	3	-2	10	2
- Cc1cc2c(s1)CCCCC(=O)N2
→ 25	9	-4	11	-2	-1	-1	11	-1
- Cc1cc2c(cc1C)C(=O)C(=O)N2
→ 8	/	-5	/	/	/	1	/	6
- CCC(C(=O)NC1CCCCC1)n1c(SCc2ccc(F)cc2)nc2ccncc21 (stereo unspecified)
→ -7	-4	2	12	2	6	-7	4	0
- CCCCC(=O)Nc1ncc2c(n1)CC(C)(C)CC2=O
→ 18	-1	0	1	10	1	12	7	1
- CCOC(=O)Cc1csc(NS(=O)(=O)c2ccc(NC(C)=O)cc2)n1
→ -1	16	3	-9	-7	-3	-33	24	3
- CC(=O)c1ccc(NC(=O)c2noc3c2CCCCC3)cc1
→ 3	26	-1	-2	-6	22	4	16	3
- Cc1ccc(Cn2nc(C)cc2C(=O)Nc2ccccc2Cl)cc1
→ 18	29	-1	11	18	21	13	11	2
- COc1cccc(CNC(=O)CCNS(=O)(=O)c2ccc3c(c2)CC(C)N3C(C)=O)c1 (stereo unspecified)
→ -3	-15	-5	-8	0	-2	-5	12	2
- Cc1cccc2sc(N(CCCN(C)C)C(=O)c3ccc(S(=O)(=O)N4CCc5ccccc5C4)cc3)nc12
→ 6	15	1	63*	4	-5	2	11	1
- Cc1c(CCC(=O)O)c(=O)oc2cc3occ(C(C)(C)C)c3cc12
→ -260	-2	7	0	1	0	-19	0	2
- O=C1C(=O)N(CCN2CCOCC2)C(c2ccc(F)cc2)/C1=C(/O)c1ccc(S(=O)(=O)N2CCOCC2)cc1 (stereo unspecified)
→ 22	-16	1	-3	4	-6	-30	5	0
- COC(=O)Nc1sc2c(c1C(=O)NCc1ccco1)CCCC2
→ -16	-9	5	0	-11	-5	3	22	-6
- COc1ccc(F)cc1C(=O)C1CCCN(Cc2cccn2-c2ccccn2)C1 (stereo unspecified)
→ -72	0	-9	8	5	4	3	17	2
- Nn1c(SCC(=O)Nc2ccccc2)nnc(Cc2ccccc2)c1=O
→ 5	-9	3	2	-9	-13	-4	14	1
- CN(Cc1nc(-c2cccnc2)no1)S(=O)(=O)c1ccc2ccccc2c1
→ 12	-11	-3	7	-2	15	0	21	0
- O=C(Cc1c(F)cccc1Cl)OCC(=O)N1CCc2ccccc21
→ 7	-11	1	3	-1	-4	11	14	0
- CCn1c(=O)c(C(=O)NNC(=O)c2ccccc2)c(O)c2ccccc21
→ -4	-12	-3	5	-3	-2	-19	-2	1
- O=C(Cn1nnc2ccccc21)N/N=C\C=C\c1ccccc1
→ 26	-5	4	16	-7	-8	5	8	1
- CC(C)c1ccccc1NC(=O)COC(=O)Cc1ccsc1
→ 10	-6	-13	10	-12	-4	-1	9	2
- O=C(Cn1ccc(C(F)(F)F)n1)Nc1ccc(S(=O)(=O)NCc2ccco2)cc1
→ 39	7	4	9	-5	-4	13	24	-3
- CCSCCOC(=O)C1=C(C)NC(=O)NC1c1cc(OC)ccc1OC (stereo unspecified)
→ 5	-8	-4	15	-3	-6	16	18	-3
- CCCc1nc2ccccc2n1CC(O)COc1ccc(NC(C)=O)cc1 (stereo unspecified)
→ 0	-5	-11	-8	6	13	20	6	2
- CCOc1ncccc1C(=O)OCC(=O)c1cccs1
→ 5	35	-7	-15	4	16	4	2	0
- CC(=O)NS(=O)(=O)c1ccc(NC(=O)c2ccc(NC(=O)c3cccs3)cc2)cc1
→ -8	-7	-5	1	-1	9	33	9	1
- COc1ccc(/C=N/NC(=O)c2cccnc2)c(C(=O)O)c1OC
→ -8	-1	-8	-8	6	3	-3	11	2
- OCC[C@@H]1C[C@H](O)[C@@H](O)[C@@]2(CCc3ccccc3CO2)O1
→ 25	0	-2	0	-5	-2	-3	-5	-1
- Cc1ccc(CN(CC(=O)NCC2CCCO2)S(=O)(=O)c2ccc(C)cc2)cc1 (stereo unspecified)
→ 6	12	-6	1	3	-1	13	9	3
- COc1cc2c(cc1OC)C(COc1ccc(C(C)C)cc1)NCC2 (stereo unspecified)
→ -214	-7	-4	11	-10	-12	1	27	-2
- COc1ccc(C2CC(=O)C(C=NCCCO)=C(O)C2)cc1 (stereo unspecified)
→ -4	2	10	3	-8	-2	-1	3	-9
- O=C(CNC(=O)c1ccco1)OCC(=O)c1cccc2ccccc12
→ 22	5	-3	1	-8	3	1	5	2
- Cc1ccc(C)c(OCCn2cc(/C=C(\C#N)C(=O)NCc3ccco3)c3ccccc32)c1
→ -49	-6	0	-9	1	-2	-6	9	-27
- CCOC(=O)N1CCC2(CC1)C(C#N)=C(N)Oc1c2c(C)nn1-c1cccc(Cl)c1
→ 12	-41	-5	11	-7	2	-3	13	-11
- Cc1cc(C)c(OCC(=O)OCC(=O)NC2CCCCCCC2)c(C)c1
→ 8	3	-1	15	0	1	-14	16	2
- CCN(C(=O)CSc1nc2ccccc2[nH]1)C1CCS(=O)(=O)C1 (stereo unspecified)
→ 16	-2	-1	3	-8	9	0	10	0
- CCOc1ccc(C(c2c(C)n(C)n(-c3ccccc3)c2=O)c2c(C)n(C)n(-c3ccccc3)c2=O)c(O)c1
→ 20	-18	0	1	-10	-15	-2	-7	1
- O=C(c1ccccc1)C(c1ccccc1)c1ccccc1
→ 10	0	-1	10	-1	4	0	-58	3
- CNC(=O)NC(=O)CSc1ncc(C(F)(F)F)cc1Cl
→ 19	-2	0	0	2	-3	0	-3	0
- COc1ccc2nc(-c3cccc(N)c3)[nH]c2c1
→ -489	77*	3	-15	58*	82*	24	-2	-3
- COc1ccc(C2CC(=O)N(CC(=O)NCC3CCCO3)c3ccccc3S2)cc1OC (stereo unspecified)
→ 10	5	-1	-9	5	-3	-4	11	0
- Cc1cc(NC(=O)c2c(Cl)cnn2C)no1
→ 32	-13	-2	4	-5	1	-9	8	0
- O=C(Nc1nnc(SCc2ccccn2)s1)C1CC(=O)N(c2ccccc2)C1 (stereo unspecified)
→ 14	0	-16	-7	1	1	11	9	2
- Cc1cc(C(=O)Nc2cccc(C)c2C)n(-c2ccccc2)n1
→ 10	-14	-2	1	0	-5	9	17	0
- CCCOc1cccc(-c2nnc(N)s2)c1
→ -25	-6	1	-3	-4	-2	-14	28	-3

(more compounds)
Sequence of screens: SENP8 block-2	SENP6 block	HKDC1 inhibitor	Apaf1 inhib	SENP8 block-1	SENP7 block	PfG6PD inh	NLRP3 yeast inh	SENP1 FRET inh
- CN1CCN(C2CCN(c3cccc(Cl)c3)CC2)CC1CCO (stereo unspecified)
→ 4	10	-6	-7	8	-3	8	19	-5
- CCOC(=O)CC1C(=O)NCCN1C(=O)COc1ccc(C(C)(C)C)cc1 (stereo unspecified)
→ 9	-8	-4	-11	4	-2	-5	17	1
- COc1cc(NS(=O)(=O)c2ccc(NC(=O)c3ccc(F)cc3)cc2)ncn1
→ 7	-7	-59	4	0	2	-5	13	3
- CCCCC(=O)Nc1nnc(S(=O)(=O)N2CCCc3ccccc32)s1
→ 6	-7	-4	7	8	0	1	14	-7
- O=C(O)CCSCCCN1C(=O)c2cccc3cccc(c23)C1=O
→ -25	-1	-5	1	-12	-6	-1	5	2
- CC(C)=CCCC(C)CN1CCC(n2nccc2NC(=O)C2CCCC2)CC1 (stereo unspecified)
→ 13	-15	-3	5	4	-2	6	13	0
- O=C(Nc1ccc(-c2nc3cccnc3s2)cc1)c1cccnc1Cl
→ -311	-14	-1	-23	5	25	23	21	-7
- N/C(=N\N=C/c1ccc(Br)cc1)N/N=C\c1ccc(Br)cc1
→ -172	8	-4	-2	-2	2	8	27	-1
- COC(=O)CNC(=O)c1ccc(NS(=O)(=O)c2cc([N+](=O)[O-])ccc2Cl)cc1
→ 12	-15	0	-17	1	2	-24	10	0
- Cc1ccc(S(=O)(=O)NC(N)=NCCc2ccccc2)cc1C
→ 10	-13	-5	22	-12	-1	-8	-2	3
- O=C(OCC(=O)N1CCCC1=O)c1ccc(O)cc1O
→ 3	-11	-3	-1	-19	-5	-3	20	3
- CCOC(=O)c1c(S(=O)(=O)NCc2ccc(OC)cc2)c(C)n(C)c1C
→ 13	-6	-2	-11	-2	1	7	5	-1
- Cc1ccc(C)c(NC(=O)c2cc(-c3cccnc3)nc3ccccc23)c1
→ 5	-1	-10	7	-6	0	-1	26	0
- COc1ccc(OC)c(S(=O)(=O)N2CCC(C(=O)NCc3cccnc3)CC2)c1
→ 9	7	-7	-2	-6	1	-14	5	0
- c1csc(-c2ccc3ccccc3n2)c1
→ -382	76*	-7	-3	57*	80*	19	10	-4
- C[C@@H]1COC(=O)[C@H](CC(=O)OC(C)(C)C)C/C=C\C[C@@H](CC(=O)N[C@H](CO)Cc2ccccc2)C(=O)N1
→ 7	-7	-6	0	-12	-2	-4	-1	3
- CCCCn1c(C)cc2cc(O)ccc21
→ -20	-13	3	-2	-3	-3	11	19	23
- CN(C)S(=O)(=O)N1CCCC(C(=O)c2ccc(-c3ccccc3)cc2)C1 (stereo unspecified)
→ 2	-21	-9	-1	-9	-3	1	13	-3
- Oc1ccc(/C=N/Nc2nccnc2Cl)c(O)c1
→ -122	96*	-5	-8	96*	101*	-24	12	-1
- CCn1cc(C(=O)NCCCN(CC(C)C)CC(C)C)c(=O)c2cc(S(=O)(=O)N(C)C3CCCCC3)ccc21
→ 14	9	1	29	-3	1	23	9	-2
- O=C(NNC(=O)c1cc(Br)c(Br)s1)c1csc(N2CCOCC2)n1
→ 8	7	-7	-3	-6	5	-11	27	0

SENP7 block: entries above that show a hit.
molecule	SENP6 block	HKDC1 inhibitor	SENP7 block	PfG6PD inh	NLRP3 yeast inh	SENP1 FRET inh
COc1ccc2nc(-c3cccc(N)c3)[nH]c2c1	77*	3	82*	24	-2	-3
c1csc(-c2ccc3ccccc3n2)c1	76*	-7	80*	19	10	-4
Oc1ccc(/C=N/Nc2nccnc2Cl)c(O)c1	96*	-5	101*	-24	12	-1
